From PubChem
DAGLB inh: diacylglycerol lipase beta (human) inhibition; HEK293T DAGLB membrane lysate, EnzChek fluorogenic substrate; inhibition, % at 5.17 µM; 340,000 compounds, 0.059% hits; AID 504411; in the data active = inhibition above about 34%;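 also: 0% = enzyme with vehicle and 100% = wells lacking enzyme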
Target sequence (Q8NCG7 whole entry, looked up): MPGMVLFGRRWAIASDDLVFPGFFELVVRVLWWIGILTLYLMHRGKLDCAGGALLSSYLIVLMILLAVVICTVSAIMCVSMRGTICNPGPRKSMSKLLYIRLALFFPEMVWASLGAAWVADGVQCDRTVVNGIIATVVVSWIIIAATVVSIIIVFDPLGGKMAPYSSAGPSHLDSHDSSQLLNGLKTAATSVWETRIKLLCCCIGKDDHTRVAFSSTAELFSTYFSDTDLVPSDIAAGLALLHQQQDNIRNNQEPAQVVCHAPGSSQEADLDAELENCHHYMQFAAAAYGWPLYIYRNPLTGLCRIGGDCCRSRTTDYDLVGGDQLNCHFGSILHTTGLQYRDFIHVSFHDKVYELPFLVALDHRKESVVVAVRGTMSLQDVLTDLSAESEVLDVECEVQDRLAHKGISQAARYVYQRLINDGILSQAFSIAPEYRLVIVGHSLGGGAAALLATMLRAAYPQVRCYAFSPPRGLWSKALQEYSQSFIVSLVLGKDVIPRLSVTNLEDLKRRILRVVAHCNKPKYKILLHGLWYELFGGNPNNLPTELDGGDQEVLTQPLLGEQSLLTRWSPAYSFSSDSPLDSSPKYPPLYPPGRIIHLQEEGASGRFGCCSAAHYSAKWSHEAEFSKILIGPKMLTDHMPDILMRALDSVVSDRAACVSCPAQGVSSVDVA
DSG3 Ab inh: human desmoglein-3 autoantibody binding inhibition | P32926 | DSG3-coupled beads, scFv-anti-DSG3-GFP binding, flow cytometry; stronger effect = lower value | binding (percent of control), % at 10 µM | 310,000 compounds, 0.48% hits;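 active = binding more than 3 SD below its plate's average and above zero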;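 also: hits lower antibody fragment binding to DSG3; some compounds called inactive have numbers as strong as hits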
HTR5A inv ag: HTR5A inverse agonism, opioid heterodimer counter-screen. inhibition, % at 9.3 µM. HTR5A cell line, luminescence. 340,000 compounds, 0.083% hits; in the data active = inhibition mostly above about 23%, no sharp cut-off; inactive = mostly below about 18%;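 also: 0% = cells with DMSO and 100% = no-cell wells with DMSO; some compounds called inactive have numbers as strong as hits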
Target sequence (P47898 whole entry, looked up): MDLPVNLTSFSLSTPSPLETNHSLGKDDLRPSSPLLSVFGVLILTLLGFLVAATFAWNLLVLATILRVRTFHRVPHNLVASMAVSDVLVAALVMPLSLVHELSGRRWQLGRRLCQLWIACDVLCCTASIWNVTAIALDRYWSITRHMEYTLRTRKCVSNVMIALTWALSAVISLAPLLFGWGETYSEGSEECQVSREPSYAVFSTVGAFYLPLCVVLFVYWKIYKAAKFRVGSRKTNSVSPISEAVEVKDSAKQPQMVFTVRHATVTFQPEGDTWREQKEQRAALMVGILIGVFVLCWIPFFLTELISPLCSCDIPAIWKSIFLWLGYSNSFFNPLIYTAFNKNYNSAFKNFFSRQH
PKA-R2B activ: activators of human PKA-R2B complex | AID 504700 | PKA-R2B holoenzyme dissociation, Cy5-IP20 fluorescence polarization; R2B truncated from residue 108, S112A mutant; 0% DMSO only, 100% 113 µM cGMP | activation, % at 11.4 µM | 340,000 compounds, 0.079% hits | P22694+P31323;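 active = activation above a cutoff set at the mean over all compounds plus 3 SD, cut at about 18% in these data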;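 also: higher means more holoenzyme dissociation and a rise in polarization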
OPRM1-OPRD1 ag: OPRM1-OPRD1 heterodimerization agonism. P35372+P41143. activation, % at 9.3 µM. AID 504326. cells, luminescence. 340,000 compounds, 0.3% hits; in the data active = activation above about 18%;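 also: 0% = vehicle-treated cells and 100% = reference agonist; values of inactives mirror those of a sister screen read the other way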
HTR5A ag ctr: activates human HTR5A in OPRM1-OPRD1 agonist counter-screen; P47898; HTR5A agonist assay, luminescence, cell-based; 340,000 compounds, 0.61% hits; activation, % at 9.3 µM; in the data active = activation mostly above about 9.5%, no sharp cut-off; inactive = mostly below about 7.6%;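 also: 0% = cells with vehicle only and 100% = reference agonist; strong numbers were not always called active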
PKA-R1A activ: activators of PKA-R1A complex; PKA-R1A dissociation, Cy5-IP20 fluorescence polarization; scaled: DMSO 0%, 113 µM cGMP 100%; P00514+P68181; 340,000 compounds, 0.083% hits; activation, % at 11.4 µM;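 active = percent activation above the mean of all tested compounds plus 3 SD, cut at about 19% in these data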;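 also: higher means more PKAc released from R1A so a rise in polarization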
V-ATPase pHluor: yeast V-ATPase proton transport regulation by pHLuorin. 350,000 compounds, 0.37% hits. AID 504577. S. cerevisiae, pHLuorin cytosolic pH fluorescence. response, % at 10 µM; in the data active = response mostly above about 7.3%, no sharp cut-off; inactive = mostly below about 5.4%; also: actives read high; inactives centre near 0; some compounds called inactive have numbers as strong as hits; reference of the scale not given here
Arr AP2 block: inhibitors of human beta-arrestin and AP2 interaction | FITC-arrestin peptide / GST-AP2 beads, flow cytometry; AP2 beta2 appendage carries R879A mutation | inhibition, % at 10 µM | 340,000 compounds, 0.31% hits | AID 504490;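 active = inhibition above a set limit, near 3 SD of compounds lacking own fluorescence, cut at about 54% in these data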;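 also: plate controls were DMSO wells for no effect and 5 µM unlabelled arrestin peptide for full effect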
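Assay system: GST-AP2 R879A bound to glutathione beads, E. coli-expressed; Medium: PBS with 0.05% Tween 20 and 0.1% BSA; Also added: fluorescein-tagged arrestin peptide at 50 nM final; Timing: 12 min plus 1 h, RT; Measured by: flow cytometry, FL1 (488/535 nm); Evaluation: percent drop in bead-associated FITC signal.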
OPRM1-OPRD1 inv: inverse agonists of human mu-delta opioid receptor heterodimerization | P35372+P41143 | cell-based MOR-DOR heterodimer luminescence, inverse agonism | inhibition, % at 9.3 µM | 340,000 compounds, 0.21% hits | AID 504357; in the data active = inhibition above about 22%, passing the limit was not always enough;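 also: 0% = cells with DMSO and 100% = wells without cells with DMSO; values of inactives mirror those of a sister screen read the other way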
Active calls of the source: *; . = no result given.

Preview (2 entries):
SMILES	DAGLB inh	DSG3 Ab inh	HTR5A inv ag	PKA-R2B activ	OPRM1-OPRD1 ag	HTR5A ag ctr	PKA-R1A activ	V-ATPase pHluor	Arr AP2 block	OPRM1-OPRD1 inv
CCN(CC)CCNC(=O)Cn1nc(Cc2cccnc2)c2ccccc2c1=O	1	88	-7	2	-0.8	-2	13	-1	3	5
C=CCNc1nnc(Cc2ccc(F)cc2)c(=O)[nH]1	1	102	3	5	-1.7	-2	-5	2	-12	9

All compounds of this part, from the first entry:
SMILES	DAGLB inh	DSG3 Ab inh	HTR5A inv ag	PKA-R2B activ	OPRM1-OPRD1 ag	HTR5A ag ctr	PKA-R1A activ	V-ATPase pHluor	Arr AP2 block	OPRM1-OPRD1 inv
CCN(CC)CCNC(=O)Cn1nc(Cc2cccnc2)c2ccccc2c1=O	1	88	-7	2	-0.8	-2	13	-1	3	5
C=CCNc1nnc(Cc2ccc(F)cc2)c(=O)[nH]1	1	102	3	5	-1.7	-2	-5	2	-12	9
Cc1ccc(S(=O)(=O)NCC(=O)NCC(=O)NCCc2ccc(Cl)cc2)cc1C	0	102	.	2	.	.	1	2	.	.
Cc1ccc(CNC(=O)[C@H](C)NC(=O)C2CCN(C(=O)[C@@H](N)CC(C)C)CC2)cc1	-2	101	-27	2	-1.5	-4	-13	-1	1	8
CCC(C)Oc1ccccc1C1CC(=O)NC2=C1C(=O)CCC2 (configuration not stated)	-1	100	5	-13	-3.6	-2	-9	4	9	15
COc1ccc(N2CCN(C(=O)COC(=O)CNC(=O)c3ccc(C)cc3)CC2)cc1	-1	123	11	-9	-1.0	-4	-10	1	24	6
NC(=O)C[C@H](N)c1cn([C@@H](CC(N)=O)C(=O)N2CCNCC2)nn1	1	106	-10	-9	-0.1	8	2	-4	-5	0
Cc1ccccc1-c1n[nH]c(=S)n1Cc1ccccc1	0	85	-2	-8	3.0	1	0	-2	-13	-19
Cc1cccc(-n2nnc(C(=O)NCc3ccccc3)c2N)c1	-5	101	-13	2	-1.8	6	4	5	-1	11
CCn1c(C)c(C(C)=O)c(N2CCN(c3ccc(F)cc3)CC2)nc1=S	1	73	17	-2	-1.2	0	-6	0	50	7
Cc1ccc(N2C(=O)c3ccccc3C2=O)cc1	-3	102	9	-18	-0.9	-3	-10	-1	-15	5
COc1ccc(S(=O)(=O)N2CCOCC2)cc1NC(=O)c1ccncc1	-2	90	4	3	-0.5	-2	-12	0	2	2
COCc1cc(Sc2ccc(OC)cc2)nc(-c2ccccc2)n1	-11	100	-6	5	-3.5	2	0	1	-1	18
Nc1nc(-c2ccc([N+](=O)[O-])cc2)c(C(=O)Nc2ccc(Cl)cc2)s1	1	90	-6	-4	-3.0	-3	-3	-3	26	16
COc1ccccc1/C=C/C=N/Nc1cccc(C(=O)O)c1	4	102	-1	-15	-2.5	0	0	0	8	13
CCCNS(=O)(=O)c1ccc(-n2cnnn2)c(OC)c1	0	120	-56	-2	0.0	4	3	4	18	0
COc1ccc(C(=O)Nc2ccc(N3CCOCC3)cc2)cc1S(=O)(=O)N1CCOCC1	2	102	17	5	-1.0	-7	3	10	-5	5
O=C(CN1c2cccc3cccc(c23)S1(=O)=O)Nc1ccccc1F	-3	86	-6	-10	9.7	5	6	3	14	-60
C=CCN(c1ccccc1)S(=O)(=O)c1cccc(C(=O)NCC(c2ccc(F)cc2)N2CCOCC2)c1 (configuration not stated)	2	96	-17	1	4.3	4	1	-3	6	-28
O=c1[nH]c(=S)ccn1C1OC(CO)C(O)C1O (configuration not stated)	3	94	-20	14	-2.4	-3	-3	-1	2	13
Cn1c(C(=O)O)cc2cc(F)ccc21	0	.	1	4	-3.6	-3	-13	0	-2	18
O=C(Cn1ccc2ccccc21)Nc1ccc2c(c1)OCO2	-10	100	2	2	-2.7	-1	-8	2	36	14
COc1ccccc1C(=O)Oc1ccc(N2C(=O)CCC2=O)cc1	-2	95	-2	-3	-1.7	1	-8	1	-7	9
CCc1nnc(NC(=O)CS(=O)(=O)Cc2ccccc2)s1	-3	131	-22	-18	0.5	0	-13	-4	-4	-4
CCCCN(C(=O)c1c(CC)noc1C)c1c(N)n(CC(C)C)c(=O)[nH]c1=O	0	104	2	7	-2.8	-2	0	4	-2	11
Cc1cc(C(=O)CSc2nnc(N)s2)c(C)n1-c1c(C)n(C)n(-c2ccccc2)c1=O	-1	.	10	1	-3.2	-4	-10	2	-4	13
Cc1c(NC(=O)C(C)OC(=O)c2c3c(nc4ccccc24)CCC3)c(=O)n(-c2ccccc2)n1C (configuration not stated)	-2	.	-3	0	-2.8	0	-10	-2	3	16
CC(=O)N1CCc2c(sc3c2c(=O)n(Cc2ccccc2)c(=O)n3CC(=O)NCC2CCCO2)C1 (configuration not stated)	4	112	-1	9	-1.4	-4	-1	5	8	8
CCC(=O)n1nc(-c2ccccc2)nc1N	0	107	-1	7	-0.9	0	-7	2	-7	5
C=CCC(c1ccccc1)N(C(C)=O)c1ccco1 (configuration not stated)	-1	105	-15	0	-0.9	5	-6	2	29	5

Part of the list above, limited to DSG3 Ab inh and PKA-R2B activ.
SMILES | DSG3 Ab inh | PKA-R2B activ
Cn1c(C(=O)O)cc2cc(F)ccc21 | . | 4
O=C(Cn1ccc2ccccc21)Nc1ccc2c(c1)OCO2 | 100 | 2
COc1ccccc1C(=O)Oc1ccc(N2C(=O)CCC2=O)cc1 | 95 | -3
CCc1nnc(NC(=O)CS(=O)(=O)Cc2ccccc2)s1 | 131 | -18

Next records follow.
SMILES	DAGLB inh	DSG3 Ab inh	HTR5A inv ag	PKA-R2B activ	OPRM1-OPRD1 ag	HTR5A ag ctr	PKA-R1A activ	V-ATPase pHluor	Arr AP2 block	OPRM1-OPRD1 inv
Clc1ccccc1-c1nnc(CNC2CC2)o1	1	84	1	2	0.3	-1	-6	0	13	-2
N#Cc1cccc(C#N)c1Oc1ccc(S(=O)(=O)Nc2ccc(Cl)cc2)cc1	1	106	0	-8	0.7	5	1	-6	-4	-4
C[C@]12CCC(=O)CC1=CCC1C3CC=C(C#N)[C@@]3(C)CC[C@@]12O (some centres not stated)	-3	118	5	-13	-1.5	-1	-14	71*	2	7
O=C(CCc1ccccc1Cl)N1CCN(S(=O)(=O)c2ccccc2)CC1	-1	100	-1	-10	-0.6	0	3	-1	-12	3
Nc1ccccc1C#Cc1ccccc1	-4	102	-22	-10	3.9	7	8	4	-1	-22
O=C(CN1C(=O)NC2(CCSC2)C1=O)N1CCN(c2ccc(F)cc2)CC1 (configuration not stated)	4	112	-16	-16	2.4	6	11	3	-12	-14
CCSc1nnc(COc2ccccc2)n1CC	-1	95	-31	-1	-1.0	10	-7	0	-7	5
CC(=O)NCCNC(=O)c1oc2ccccc2c1CSc1ncn[nH]1	0	80	3	-12	-1.5	1	-1	-3	-22	7
Cc1nc(Cc2nnc(SCC(=O)N3CCN(c4ccc(O)cc4)CC3)o2)cs1	0	91	11	-1	-0.2	-4	-6	-1	21	1
CCOc1ccc(CCNC(=O)c2ccc3nc(CC)c(CC)nc3c2)cc1	0	97	-28	7	-2.6	7	-11	0	-3	14
COCCN(C(=O)CSc1nnc(Nc2ccccc2F)s1)c1c(N)n(Cc2ccccc2)c(=O)[nH]c1=O	0	112	-18	-1	-0.3	0	-12	-6	8	2
O=C(CCNC(=O)c1ccccc1Cl)Nc1nccs1	-3	104	4	-1	-2.0	-2	8	2	-15	10
Cc1cccc(/C=C/c2onc(C)c2S(=O)(=O)N2CCC(C(=O)NC(C)C)CC2)c1	-5	109	-10	-10	-2.0	3	-12	2	-2	10
O=S(=O)([O-])C(c1ccccc1)[n+]1ccccc1 (configuration not stated)	-4	100	-10	0	0.1	-2	2	-2	22	-1
C/C(=N\NC(=O)c1ccn(C)n1)c1ccc(NC(=O)C2CCC2)cc1	0	107	0	10	-3.1	2	-6	-2	0	16
CC(=O)c1ccc(NC(=O)N2CCN(c3ccc(C)cc3)C(C)C2)cc1 (configuration not stated)	-4	99	21	-13	0.7	6	4	0	-9	-3
COCCNc1nc(-c2ccccc2)nc2ccccc12	-5	101	11	0	-1.0	-4	-6	-3	-10	6
COC(=O)CNc1ccc2c(c1)OCO2	1	100	-22	-5	-1.3	3	-3	-2	2	7
CSc1nc(SCCO)c2sc3nc(-c4ccco4)c4c(c3c2n1)CC(C)(C)OC4	10	.	-15	-18	-1.6	5	-3	4	15	8
Cc1nc(N2CCN(c3ccccc3)CC2)[nH]c(=O)c1Cc1ccccc1	1	98	-2	-10	-1.4	1	-14	-4	-12	6
CCCc1c(C(=O)O)cnn1-c1ccc(Cl)cc1	-4	104	10	-7	-0.4	-9	3	-5	1	2
CN1CCN(Cc2c(C(=O)N3CCc4ccccc4C3)nc3ccc(Cl)cn23)CC1	4	.	2	8	6.1	4	-3	5	8	-33
C[C@@H]1CN([C@@H](C)CO)C(=O)CCCn2nncc2CO[C@H]1CN(C)Cc1cccnc1	1	100	.	4	.	.	4	1	.	.
NNC(=O)C(Cc1ccc(O)cc1)N1Cc2ccccc2C1=O (configuration not stated)	-7	109	9	-4	3.0	-2	9	1	-5	-13
CC1=C(C(=O)Nc2ccccc2)C2(CCCCC2)C(C#N)=C(SCC(N)=O)N1	-1	108	14	3	-3.6	2	-1	0	-2	15
Cc1ccc(O)c(C(=O)c2cnn(C(=O)c3cccc(S(=O)(=O)N(C)C)c3)c2)c1	1	98	3	-5	-2.3	-10	-7	-1	-9	15
COc1ccc(NC(=O)CC2SC(N)=NC2=O)c([N+](=O)[O-])c1 (configuration not stated)	2	86	6	-2	-0.7	-2	-2	-2	4	4
O=C(c1cnn(-c2ccccc2)c1-n1cccc1)N1CCN(C2CCCCC2)CC1	-1	80	6	4	-0.4	6	-10	2	-11	2
COc1ccc(-n2c(Cc3cccn3C)nnc2SCC(=O)NCc2ccccc2Cl)cc1	-1	105	11	-4	-0.8	-4	6	-3	-1	4
CCOCCCN1C(=O)C(O)=C(C(C)=O)C1c1cccs1 (configuration not stated)	0	103	-3	-6	-1.6	1	1	3	25	8
COc1ccc(Cc2nc3ccc(C(=O)NC(C)C)cc3o2)cc1	1	108	-4	3	-0.1	1	8	3	29	0
Cc1cc(OCC(=O)Nc2ccc(S(=O)(=O)N3CCN(C)CC3)cc2)ccc1Cl	-3	99	5	-13	-0.5	2	3	1	0	3
O=C(Nc1ccccc1)c1ccc(CN2CCc3ccccc3C2)cc1	-1	109	-4	-6	3.8	1	1	-1	-11	-20
O=C(O)c1ccc(Nc2ccc(F)c(F)c2)c([N+](=O)[O-])c1	2	113	-19	-9	-1.6	5	-3	0	-14	7
Oc1ccc2ccc3cccc[n+]3c2c1	-95	118	11	8	0.4	-2	2	-10	9	-2
O=S(=O)(Nc1ccc(F)cc1)c1cccc2nsnc12	2	102	1	4	-3.6	0	-14	4	6	17
COc1cccc(C(=O)N2CCN(S(C)(=O)=O)CC2)c1	0	102	12	-4	-2.5	-5	-7	2	5	12
O=C(CCCn1c(SCC(=O)NC2CCCCC2)nc2ccccc2c1=O)NCC1CCCO1 (configuration not stated)	4	100	14	-5	-0.2	-6	-1	3	17	1

Hits appear at their usual frequency, and some 2.4% of all compounds hit somewhere here.
